Assay outcomes deposited in PubChem BioAssay by several laboratories.
LAP4 TOR yeast = modulators of TOR pathway LAP4-GFP in S. cerevisiae. AID 2023. 320,000 compounds, 0.34% hits. GFP response vs DMSO, % at 10 µM. S. cerevisiae LAP4-GFP multiplex, flow cytometry GFP, 3 h; median GFP as percent of DMSO wells;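 active = GFP response vs DMSO above a set limit, about the screen mean plus 3 SD, cut at about 150% in these data; inconclusive = under 70 cell events counted for the yeast strain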
VLA-4 inh = inhibition in a human VLA-4 binding assay; P13612; VLA-4 expressing cells, ligand binding flow cytometry; inhibition, % (about 7 µM as worked out from the volumes in the protocol); 330,000 compounds, 0.2% hits; AID 2557; in the data active = inhibition above about 50%
Target sequence (P13612 whole entry, looked up): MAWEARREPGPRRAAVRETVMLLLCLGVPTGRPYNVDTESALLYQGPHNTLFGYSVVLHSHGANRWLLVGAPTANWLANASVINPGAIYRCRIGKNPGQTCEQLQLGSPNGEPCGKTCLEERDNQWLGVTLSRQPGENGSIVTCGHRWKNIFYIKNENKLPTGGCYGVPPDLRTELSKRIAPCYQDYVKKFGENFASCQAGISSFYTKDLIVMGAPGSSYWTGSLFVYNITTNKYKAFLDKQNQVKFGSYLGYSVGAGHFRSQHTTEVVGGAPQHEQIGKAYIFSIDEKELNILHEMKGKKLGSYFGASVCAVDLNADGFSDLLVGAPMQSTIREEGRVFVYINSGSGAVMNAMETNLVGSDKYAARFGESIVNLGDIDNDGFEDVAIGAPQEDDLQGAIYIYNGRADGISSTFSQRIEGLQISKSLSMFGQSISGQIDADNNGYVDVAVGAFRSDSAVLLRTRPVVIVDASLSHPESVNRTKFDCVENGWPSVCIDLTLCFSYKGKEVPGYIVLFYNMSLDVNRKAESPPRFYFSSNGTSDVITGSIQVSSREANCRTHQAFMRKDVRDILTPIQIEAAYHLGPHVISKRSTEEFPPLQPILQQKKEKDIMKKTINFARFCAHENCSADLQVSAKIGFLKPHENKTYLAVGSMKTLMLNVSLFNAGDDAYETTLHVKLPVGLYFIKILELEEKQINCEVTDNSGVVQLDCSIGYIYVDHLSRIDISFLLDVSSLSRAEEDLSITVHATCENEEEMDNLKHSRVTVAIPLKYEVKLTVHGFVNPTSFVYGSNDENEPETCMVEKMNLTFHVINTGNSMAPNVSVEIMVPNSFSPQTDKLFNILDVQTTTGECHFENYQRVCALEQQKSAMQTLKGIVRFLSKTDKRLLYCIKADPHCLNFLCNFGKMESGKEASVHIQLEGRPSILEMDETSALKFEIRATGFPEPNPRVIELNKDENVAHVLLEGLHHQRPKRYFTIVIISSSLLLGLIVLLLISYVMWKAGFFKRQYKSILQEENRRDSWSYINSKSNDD
GASC-1 inh = inhibitors of human GASC-1 (JMJD2C) demethylase | Q9H3R0 | inhibition, % at 2.35 µM | GST-JMJD2C(1-420) H3K9me3 demethylation, DELFIA europium | 330,000 compounds, 0.069% hits | AID 2099;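 active = more than half of a compound's replicate wells show inhibition beyond 50%, single wells judged on their own value; inconclusive = some, but no more than half, of replicates pass 50% inhibition; inactive = no replicate passes 50% inhibition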;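 note: signal counts dimethyl H3K9 product captured on neutravidin plate; 0% = median of DMSO wells and 100% = 0.3 times that DMSO median; strong numbers were not always called active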
RPL19A TOR yeast = yeast TOR pathway RPL19A-GFP modulation; S. cerevisiae RPL19A-GFP strain, flow cytometry, 3 h; active compounds read low; percent response vs DMSO, % at 10 µM; 330,000 compounds, 0.3% hits; AID 2025;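 active = percent response vs DMSO below 50%; inconclusive = fewer than 70 events counted for the yeast strain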;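 note: median channel GFP fluorescence of the barcoded RPL19A-GFP strain; ratio of sample median GFP to plate DMSO average so 100% = DMSO; lower means less RPL19A-GFP as with rapamycin TOR inhibition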
CIT2-GFP yeast = yeast TOR pathway CIT2-GFP modulation. S. cerevisiae CIT2-GFP strain, flow cytometry, 3 h; 100 means same as DMSO wells. GFP response vs DMSO, % at 10 µM. 320,000 compounds, 0.065% hits. AID 2029;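 active = GFP response relative to DMSO above a set limit, near the screen mean plus 3 SD, cut at about 150% in these data; inconclusive = Fewer than 70 cells measured for a yeast strain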;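 note: ratio of well median GFP fluorescence to mean of DMSO wells on the plate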
MEP2-GFP yeast = alters MEP2-GFP fluorescence in TOR pathway yeast screen. 330,000 compounds, 0.51% hits. GFP response vs DMSO, % at 10 µM. S. cerevisiae MEP2-GFP strain, flow cytometry GFP, 3 h; 100% = DMSO control level;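 active = GFP response versus DMSO above a set limit, roughly screen mean plus 3 SD, cut at about 180% in these data; inconclusive = fewer than 70 cells counted for a yeast strain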;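 note: median GFP fluorescence of the barcode-gated MEP2-GFP cells per well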
GRK2 inh = inhibitors of human GRK2 displacing RNA aptamer | P25098 | AID 488847 | inhibition of aptamer binding, % at 10 µM | bead flow cytometry, FAM-aptamer displacement from GRK2 | 330,000 compounds, 0.59% hits;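 active = inhibition of aptamer binding above 40%, roughly 3 SD of noise, on plates passing a quality check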;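 note: median bead fluorescence of bound FAM aptamer so fluorescent compounds give negative values; no value below 0 was filed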
AGP1-GFP MLPCN = yeast TOR pathway AGP1-GFP modulation. S. cerevisiae AGP1-GFP multiplex flow cytometry, 3 h; GFP as percent of DMSO wells. GFP response vs DMSO, % at 10 µM. 320,000 compounds, 0.02% hits;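 active = GFP response relative to DMSO above a set limit, near screen average plus 3 SD, cut at about 150% in these data; inconclusive = fewer than 70 cells counted for the yeast strain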;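 note: median GFP channel fluorescence of the gated AGP1 strain per well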
An asterisk follows results filed as active; u = inconclusive; x = not tested or not shown; & = joins results of further samples.

SMILES	LAP4 TOR yeast	VLA-4 inh	GASC-1 inh	RPL19A TOR yeast	CIT2-GFP yeast	MEP2-GFP yeast	GRK2 inh	AGP1-GFP MLPCN
CCN(C(=O)c1cc2c(=O)[nH]c3ccc(C)cc3c2s1)c1ccc(F)cc1	109	2	60	101	91	103	1	99
CCn1c(NC(=S)Nc2ccccc2)nc2ccccc21	109	-3	7	96	x	102	0	94
CN(C)/C=C1\C(=O)NN=C1c1ccccc1	94	-3	44	99	98	104	3	97
CC(=C/c1ccccc1)/C=N/NC(=O)c1ccc2nc[nH]c2c1	86	-2	-18	102	94	101	1	94
CCN(CC(=O)Nc1ccc(NC(C)=O)cc1)Cc1c(O)ccc2cc(Br)ccc12	105	13	-6	95	96	100	1	95
O=C(O)CCc1nc(-c2ccc(Cl)cc2)no1	114	1	0	103	102	108	0	103
N#C/C(=C/c1ccc(Br)o1)C(N)=O	98	-2	1	96	96	100	1	99
CC(C)(C)OC(=O)CNC(=O)c1nc[nH]c1C(=O)N1CCN(C(=O)OC(C)(C)C)CC1	123	24	-4	96	88	90	4	85
CC(C)N(CCNC(=O)C1CCC(=O)N1Cc1ccc(F)cc1)Cc1ccccc1 (stereo not drawn)	98	4	-6	101	104	101	0	101
CCN(CC)S(=O)(=O)c1cc(NC(=O)CNc2cccc(S(=O)(=O)N3CCCC3)c2)ccc1C	95	4	20	98	109	102	1	102
CC(CCc1ccccc1)NC(=O)COC(=O)c1ccc([N+](=O)[O-])cc1 (stereo not drawn)	97	13	-11	105	76	111	0	25
COc1ccc(C(=O)NCCSc2ccccn2)cc1	110	19	7	100	95	102	0	105
CC(=O)/C(=N/Nc1cccc(Cl)c1)Sc1nnc(C(O)c2ccccc2)n1-c1ccccc1 (stereo not drawn)	93	10	4	107	100	105	1	108
CC(=O)Nc1ccc(/C=N/NC(=O)CCN2CCN(c3ccccc3)CC2)cc1	102	14	2	108	104	102	3	97
Cc1cccc(-n2cc(CNCCN3CCOC3=O)c(-c3cccc(F)c3)n2)c1	104	17	6	97	103	104	0	108
c1ccc(-c2nnc3sc(CN4CCc5ccccc54)cn23)cc1	102	8	6&40	98	98	99	2	97
Cc1ccc(NC(=O)CS(=O)CC(=O)NC23CC4CC(CC(C4)C2)C3)cc1 (stereo not drawn)	100	14	-5	101	106	95	1	106
Cn1cnc2c1c(=O)[nH]c(=O)n2C	98	19	30	102	90	102	0	94
O=C(O)Cc1csc(-c2cccc(F)c2)n1	111	-2	-2	98	90	92	0	101
N#C/C(=C\c1coc2ccccc2c1=O)C(N)=S	103	11	17	99	100	98	2	103

As entered above.
Result of O=C(O)Cc1csc(-c2cccc(F)c2)n1 in VLA-4 inh: -2
Result of Cc1cccc(-n2cc(CNCCN3CCOC3=O)c(-c3cccc(F)c3)n2)c1 in AGP1-GFP MLPCN: 108

(cont.)
SMILES	LAP4 TOR yeast	VLA-4 inh	GASC-1 inh	RPL19A TOR yeast	CIT2-GFP yeast	MEP2-GFP yeast	GRK2 inh	AGP1-GFP MLPCN
COc1ccc(S(=O)(=O)Nc2ccc(N3CCOCC3)nc2)cc1	94	7	2	92	104	91	3	96
COc1cccc(NC2=C(Cl)C(=O)OC2OC(=O)c2ccco2)c1 (stereo not drawn)	106	4	-23	94	106	99	2	110
CCCN1C(=O)c2cc(C(=O)Nc3ccc(OC)c(OC)c3)ccc2C1Nc1ccc(OC)c(OC)c1 (stereo not drawn)	92	7	-3	122	108	125	0	106
Cc1cc(C)cc(NC(=O)Cn2c(=O)oc3cc(S(=O)(=O)N4CCC(C)CC4)ccc32)c1	102	-12	-8	101	101	111	0	105
CCOc1ccc(OCC)c(NC(=O)CCCN2C(=O)c3cccnc3C2=O)c1	81	4	0	93	102	81	1	90
O=C1NC(c2ccc3c(c2)OCO3)Oc2ccccc21 (stereo not drawn)	94	5	11	93	92	94	0	96
CCCn1c(C)cc(-c2csc(N)n2)c1C	94	-5	6	87	94	99	9	96
O=C(COC(=O)CSc1cccc2cccc(Cl)c12)Nc1ncc(C(F)(F)F)cc1Cl	114	0	13	109	97	106	3	103
Cc1cccn2c(=O)c(/C=C(\C#N)C(=O)NCc3ccco3)c(N3CCC(C(N)=O)CC3)nc12	92	-9	-23	96	88	90	1	91
COC(=O)Cc1ccc(NC(=S)NCc2ccccc2Cl)cc1	100	16	11	108	107	105	0	102

Next section, overlapping the part above by two compounds.
SMILES	LAP4 TOR yeast	VLA-4 inh	GASC-1 inh	RPL19A TOR yeast	CIT2-GFP yeast	MEP2-GFP yeast	GRK2 inh	AGP1-GFP MLPCN
Cc1cccn2c(=O)c(/C=C(\C#N)C(=O)NCc3ccco3)c(N3CCC(C(N)=O)CC3)nc12	92	-9	-23	96	88	90	1	91
COC(=O)Cc1ccc(NC(=S)NCc2ccccc2Cl)cc1	100	16	11	108	107	105	0	102
O=c1c2cc(-c3ccccc3)sc2nc2n1N=C(c1ccccc1)CS2	106	1	-1	95	103	116	0	98
O=c1c(=O)n(O)c2ccccc2n1O	74	-1	9	118	87	97	0	85
O=C(Nc1ccnn1C1CCN(Cc2ccc3nonc3c2)CC1)c1cccc(F)c1	98	2	-3	104	110	120	0	106
COc1ccc(S(=O)(=O)N2CCC(=O)N2)cc1	90	3	-5	95	97	107	1	91
O=C1CCCN1CC1CCN(Cc2nc(CC3CC3)no2)CC1	107	9	-1	101	92	99	4	99
CC(C)OC(=O)CC12CN(C)CC(CC(=O)OC(C)C)(CN(C)C1)C2=O	103	13	10	104	110	105	4	105
COc1cc(OC)cc(OCC(O)Cn2cnc(-c3ccccc3)c2)c1 (stereo not drawn)	75	2	0	115	83	93	0	86
C=CCc1cccc(/C=N/NC(=O)COc2ccc(-n3cnnn3)cc2)c1O	111	4	1	105	108	102	0	107
Cc1nc2cc(N)ccc2n1C1CCCCC1	101	-2	-8	98	101	97	4	100
CC(C)N(c1ccccc1)c1ncnc(NCCC(=O)O)c1[N+](=O)[O-]	98	-9	43	99	98	104	3	96
O=c1[nH]c(/C(Cl)=C/c2c(F)cccc2Cl)nc2cc(Cl)ccc12	100	0	-6	100	100	107	0	95
C=CC[C@@H](CC(=O)N[C@@H](CO)Cc1ccccc1)C(=O)N[C@H](COC(=O)[C@@H](CC=C)CC(=O)OC(C)(C)C)Cc1c[nH]c2ccccc12	87	-2	7	90	93	90	0	93
CCOc1cc(/C=C2\C(=N)N3N=CSC3=NC2=O)ccc1OS(=O)(=O)c1ccccc1	100	4	1	104	109	105	2	106
O=C(NC(=S)Nc1ccc(Cl)cn1)c1cccs1	110	7	5	102	105	111	0	104
C#CCOCCOCCOCCNc1nc(N2CCN(C(=O)[C@H](CCC(=O)O)n3cc(C(N)CC(C)C)nn3)CC2)nc(N2CCN(C(=O)[C@H](Cc3cc4ccccc4[nH]3)n3cc(C(N)[C@H](C)CC)nn3)CC2)n1 (stereo partly drawn)	133	-6	-7	103	123	97	0	97
S=C(NCCc1ccccc1)Nc1cccc2cnccc12	112	1	-17	113	103	102	0	104
CCN1CCN(S(=O)(=O)c2ccc3c4c(cccc24)C(=O)N3CC)CC1	97	-9	-3	98	107	109	0	97
COc1ccc(NS(=O)(=O)c2cccc(C(=O)OCC(=O)N3CCN(c4ccc(OC)cc4)CC3)c2)cc1	103	0	-6	98	100	97	0	102
Cc1ccc(N(C(=O)c2csnn2)C(C(=O)NC2CCCC2)c2cccnc2)c(C)c1 (stereo not drawn)	108	3	-16	121	111	116	2	109
Cc1cc(=O)oc2cc(OCC(=O)NC3CC(C)(C)NC(C)(C)C3)ccc12	94	24	-2	102	107	105	5	107
Cc1ccccc1NC(=O)Cc1nc(COC(=O)COc2ccccc2C(C)C)cs1	103	-16	1	103	89	103	6	99
COc1ccccc1-c1nn2c(=O)cc(C)nc2s1	124	0	-3	112	99	104	0	111
O=[N+]([O-])c1ccc2[nH]c(O)c(N=Nc3ccc(F)cc3)c2c1	x	4	0	94	93	102	1	98
CC1(C)CC(O)C(C(O)c2cccc([N+](=O)[O-])c2)C(C)(C)N1 (stereo not drawn)	92	-15	u	93	89	95	3	93
COc1ccc(-c2cc(C(F)F)n3ncc(C(=O)N4CCCCC4)c3n2)cc1	106	-4	12	93	102	103	3	x
O=C(CCC(=O)N1CCCC1)Nc1ccc(Cl)c(Cl)c1	83	7	18	106	x	112	0	95
N=c1c2c(-c3ccccc3)c(-c3ccccc3)oc2ncn1Cc1ccco1	91	-5	-2	93	85	94	0	89
Cc1sc2nc(SCC(=O)Nc3ccc(S(=O)(=O)NCCCC(=O)O)cc3)[nH]c(=O)c2c1C	103	5	-1	95	102	93	3	105
COc1ccc(-c2csc(NC(=S)NC(=O)/C=C/c3ccccc3)n2)cc1Br	95	6	-32	95	94	87	2	99
N#C/C(=C1\CCCN1)c1nc(-c2ccccc2)cs1	110	-2	6	92	94	101	3	97
COC(=O)CSc1nnc(CNS(=O)(=O)c2ccc(Br)cc2)n1C	101	11	21	103	102	104	0	102
Cc1ccc(S(=O)(=O)N(CCC#N)CCN2CCCC2)cc1	101	6	27	103	103	103	0	103
Cc1ccc(C)c(C(=O)COC(=O)CCCC(=O)Nc2cc(C(F)(F)F)ccc2Cl)c1	92	9	2	99	99	96	2	93
C[C@H](NS(=O)(=O)c1ccc(Cl)cc1)C(=O)OCC(=O)c1ccc[nH]1	101	6	5	96	94	98	0	96
OCCc1c[nH]c2ccc(OCc3ccccc3)cc12	99	-5	-5	98	97	100	1	96
CC(C)C(=O)Nc1nc2c(ncn2C2CC(O)C(CO)O2)c(=O)[nH]1 (stereo not drawn)	100	-15	2	97	98	101	0	100
O=C1CN(C(=O)COC(=O)Cc2ccsc2)c2ccccc2N1	107	0	5	105	108	104	3	115
Cn1c(CN2CCN(S(C)(=O)=O)CC2)nc2cc([N+](=O)[O-])ccc21	100	-1	1	110	108	116	0	105
Cc1ccc(CN2CCN(Cc3c(C)nn(C(C)C)c3C)CC2CCO)o1 (stereo not drawn)	99	33	-1	103	104	102	2	101
CCOc1ccc2c(c1)nc(NCCCO)n2Cc1ccccc1	100	5	1	99	92	98	2	100
CCc1cccc(C)c1NC(=S)N(Cc1cccnc1)Cc1ccco1	84	2	12	103	98	75	0	93
CCCCn1c(N)c(N(CC)C(=O)c2ccc(Cl)c([N+](=O)[O-])c2)c(=O)[nH]c1=O	89	3	-5	102	100	104	2	98
O=C(Nc1ccc2oc(-c3cccnc3)nc2c1)c1ccc(Br)o1	103	-2	-1	100	99	101	3	97
CCOC(=O)c1c(C)[nH]c(C=Nc2ccc(OC)cc2)c1O	100	18	-11	104	104	96	5	x
Cc1ccc(NC(=O)C2CCCN2c2nn3c(=O)cc(C)nc3s2)cc1 (stereo not drawn)	115	-18	35	105	102	105	0	94
COCCN(C(=O)Cn1c(C(F)(F)F)nc2ccccc21)c1c(N)n(Cc2ccccc2)c(=O)[nH]c1=O	72	-2	-1	95	90	99	0	82
CCc1ccc(NC(=O)c2sc3nc4n(c(=O)c3c2C)CCC4)cc1	125	18	4	100	105	118	1	109
CCCn1c(CCC(=O)O)ccc1-c1ccc(OC)cc1	106	-25	17	100	96	99	1	97
Cc1cccc(C2(c3cccc(C)c3)CC2C(=O)Nc2ccc([N+](=O)[O-])cc2O)c1 (stereo not drawn)	87	37	0	101	104	93	1	98
COc1ccc(S(=O)(=O)N2CCN(C(=O)C3COc4ccccc4O3)CC2)cc1 (stereo not drawn)	111	5	0	98	90	98	14	96
